Compound activity: PubChem, Broad Institute
EWS-Fli block: EWS/Fli-driven NR0B1 reporter inhibitors, primary screen, A673 cells, NR0B1 luciferase, luminescence, MLPCN library; inhibition, % at 12.6 µM; viability-normalised; 0.67% of 350,000 active;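 active = mean inhibition of at least 50% after viability correction, with every replicate also passing that limit; inconclusive = mean reaches 50% but only one of two replicates passes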;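 note: firefly luciferase signal divided by Alamar Blue viability fluorescence both relative to DMSO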
esBAF inh: Bmi1 luciferase reporter increase in mESCs, primary screen, esBAF inhibitor project, mouse ES cells, Bmi1 luciferase knock-in, single point. 2% of 350,000 active. reporter increase, % at 12.5 µM. 24 h; 100% = twice the neutral-well signal. AID 602393, 2012; in the data active = activation above about 40%; inconclusive = no clear call, values can overlap the other calls;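 note: 0% = median of the plate's neutral control wells and 100% = double that signal; a rise in the Bmi1 reporter signal indicates esBAF inhibition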
Xi reactivation: activators of inactive X chromosome reactivation, primary screen, imaging, XiGFP fibroblasts, GFP high-content imaging, set 2; XiGFP mouse fibroblasts, % GFP-positive cells imaging, 3 d; cells co-treated with 5-aza-dC sensitizer; scaled so ellipticine positive control = 100%; activation, % at 7.58 µM; 0.055% of 360,000 active; AID 743238, 2013;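 active = mean normalized replicate activation at least 10% and every replicate at or above 10%; inconclusive = only one of the two criteria met; inactive = mean below 10% and not all replicates reach 10%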;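 note: 0% = median of on-plate neutral control wells and 100% = ellipticine 6 µM median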
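Material: XiGFP fibroblasts, SV40-immortalized; Buffer or medium: DMEM containing 5-aza-dC; Compound dosing: single point; Times: 3 days compound exposure.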
FN deposition inh: inhibitors of fibronectin matrix deposition, primary screen, AH1F cells, Alexa488-fibronectin fluorescence, plate reader. AH1F fibroblasts, overnight. 0.086% of 350,000 active. inhibition, % at 12.6 µM;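 active = mean inhibition across replicates of 30% or more, regardless of how many single replicates reach that level; inconclusive = mean under 30% yet at least half of replicates reach 30%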;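 note: positive control wells lacked labelled fibronectin entirely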
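Material – AH1F fibroblast monolayer, labelled fibronectin deposition · Reagent – labelled fibronectin 24 nM · Timing – 1 h adhesion, overnight exposure · Measured by – fluorescence at 485 nm excitation, 525 nm emission · Read-out – inhibition of fibronectin deposition signal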
RAD54 inh: inhibitors of human RAD54 branch migration, primary screen, biochemical, fluorescence, single point | DNA repair and recombination protein RAD54-like (Homo sapiens), Q92698 | RAD54 Holliday junction branch migration, FAM/BHQ fluorescence | inhibition, % at 10.4 µM | 0.14% of 360,000 active | AID 602329, 2012;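 active = mean normalized replicate activity at least 40 and at least half of replicates scoring 40 or more; inconclusive = only one of the two criteria met; inactive = mean below 40 and under half of replicates reaching 40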;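 note: 0% = median of neutral control wells and 100% = median of positive control wells; inhibitors cause a drop in the FAM fluorescence signal; in these data hits start at about 50%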
Target sequence (Q92698 whole entry, looked up): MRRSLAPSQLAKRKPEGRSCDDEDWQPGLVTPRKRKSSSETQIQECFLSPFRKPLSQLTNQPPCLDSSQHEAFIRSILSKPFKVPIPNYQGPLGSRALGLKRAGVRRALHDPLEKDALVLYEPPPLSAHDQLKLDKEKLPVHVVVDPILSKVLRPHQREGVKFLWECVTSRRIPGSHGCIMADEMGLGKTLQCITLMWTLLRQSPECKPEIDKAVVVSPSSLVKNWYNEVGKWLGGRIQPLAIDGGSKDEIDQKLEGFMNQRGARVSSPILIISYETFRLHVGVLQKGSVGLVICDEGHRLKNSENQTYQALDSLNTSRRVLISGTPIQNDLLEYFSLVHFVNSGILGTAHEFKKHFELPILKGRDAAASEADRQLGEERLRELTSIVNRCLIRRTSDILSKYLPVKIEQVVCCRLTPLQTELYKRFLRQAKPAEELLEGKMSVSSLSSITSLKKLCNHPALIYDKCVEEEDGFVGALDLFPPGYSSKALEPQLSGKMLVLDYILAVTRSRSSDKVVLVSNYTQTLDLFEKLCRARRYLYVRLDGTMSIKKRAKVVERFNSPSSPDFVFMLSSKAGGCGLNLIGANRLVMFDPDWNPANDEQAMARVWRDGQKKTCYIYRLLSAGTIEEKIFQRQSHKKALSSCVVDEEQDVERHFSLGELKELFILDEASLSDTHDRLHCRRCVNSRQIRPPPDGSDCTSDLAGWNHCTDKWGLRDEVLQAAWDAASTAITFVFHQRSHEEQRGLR
RAD52 inh: RAD52 DNA annealing inhibitors, primary screen, biochemical, FRET, single point, set 2 | inhibition, % at 18.7 µM | recombinant RAD52 DNA annealing, FRET fluorescence | DNA repair protein RAD52 homolog (Homo sapiens), P43351 | 0.46% of 360,000 active;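 active = every replicate showing at least 50% inhibition; inconclusive = mean inhibition at least 50% but not in every replicate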
S100A4 MyoIIA: inhibitors of S100A4-myosin IIA peptide binding, primary screen, biochemical, fluorescence polarization, TAMRA-MyoIIA peptide; Protein S100-A4 (Homo sapiens), P26447; inhibition, % at 10.7 µM; 0.14% of 360,000 active; AID 652163, 2013;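 active = mean inhibition of at least 70% across replicates, with every replicate also reaching that level; inconclusive = mean inhibition reaches 70% but some replicates fall short; inactive = mean inhibition below 70%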
Target sequence (P26447 whole entry, looked up): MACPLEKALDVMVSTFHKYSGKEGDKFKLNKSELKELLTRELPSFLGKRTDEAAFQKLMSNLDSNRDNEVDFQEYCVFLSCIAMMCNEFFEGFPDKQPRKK
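Material: human S100A4 monomer with TAMRA-labelled myosin IIA peptide; buffer or medium: HEPES pH 7.2 with CaCl2, KCl, NaCl, DTT, Triton; compound dosing: one concentration per compound; schedule: 5 min incubation before reading; benchmarks: neutral control DMSO, positive control TFP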
E-selectin induc: E-selectin induction in HUVECs, primary screen, imaging, HUVEC, immunofluorescence imaging, single point. P16581. normalized: neutral wells 0, TNF-alpha wells 100. activation, % at 7.58 µM. 0.37% of 260,000 active;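 active = mean E-selectin-positive cell signal at least 10% of the positive control, reached in at least 60% of replicates, without over 20% cell loss; inconclusive = no rule given, readout overlaps actives, possibly toxicity-flagged; inactive = the rest, including those meeting only one limit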;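 note: in these data hits start at about 27%; measured in HUVEC primary endothelial cells; signal is the percent of cells scored E-selectin positive by PE staining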
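System: HUVEC / Compound: single concentration / Signal: immunofluorescence imaging / Read-out: percent E-selectin-positive cells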
Numbers without * were called inactive; u = inconclusive; x = not tested or not shown; & = joins results of further samples.

SMILES	EWS-Fli block	esBAF inh	Xi reactivation	FN deposition inh	RAD54 inh	RAD52 inh	S100A4 MyoIIA	E-selectin induc
C[C@@H]1CN([C@H](C)CO)C(=O)c2cccc(NS(=O)(=O)c3cccs3)c2O[C@H]1CN(C)S(=O)(=O)c1ccccc1	1	0	-0.5	2	-1	1	-3	-0.1
CN(C)C(=O)C[C@H]1C=C[C@@H](NC(=O)Nc2cccc(F)c2)[C@@H](CO)O1	3	1	0.0	-5	5	10	3	0.3
CO[C@H]1CN(C)C(=O)c2ccc(NS(=O)(=O)CC(F)(F)F)cc2OC[C@H](C)N(C(=O)NC(C)C)C[C@H]1C	7	-5	0.0	-4	x	x	x	-0.2
CCCOc1ccc(CC(=O)NCCc2ccccc2)cc1OC	11	-5	0.0	-4	-5	2	-6	x
CC(C)NC(=O)N(C)C[C@@H]1Oc2ccc(NC(=O)Cc3ccccc3)cc2C(=O)N([C@@H](C)CO)C[C@@H]1C	1	-4	1.2	x	0	-8	1	x
C[C@H]1CN([C@@H](C)CO)C(=O)Cc2cc(NC(=O)Nc3ccc(C(F)(F)F)cc3)ccc2O[C@@H]1CN(C)C(=O)Nc1ccc(C(F)(F)F)cc1	3	-6	0.2	x	1	9	3	0.2
CCCC(=O)N1CCCC1(C)C(=O)Nc1cc(OC)ccc1OC (configuration not stated)	-9	-3	-0.1	-12	5	-6	4	3.0
CCCOc1ccc(/C=C/c2[nH]c(=O)[nH]c(=O)c2[N+](=O)[O-])cc1OCC	12	-10	0.2	4	x	-478	0	x
Cc1nnc(SCC(=O)Nc2ccc(S(=O)(=O)Nc3ccc(Cl)nn3)cc2)s1	x	-13	0.1	x	-2	-27	-8	-0.3
COC(=O)CN(c1ccc(OC)cc1OC)S(=O)(=O)c1ccccc1[N+](=O)[O-]	3	0	0.0	5	x	-7	-3	x
C/C=C/c1ccc2c(c1)O[C@H](CN(C)C(=O)Nc1ccc(C(F)(F)F)cc1)[C@H](C)CN([C@@H](C)CO)S2(=O)=O	20	-2	0.1	13	-1	3	-4	0.6
CC1CCN(CCCNC(=O)CCNC(=O)Cn2cnc3ccccc3c2=O)CC1	9	5	0.0	-2	-2	4	-1	-0.1
CN1C(=O)/C(=C/c2ccccc2OCc2ccc(C(=O)O)cc2)NC1=S	14	-1	0.0	0	x	-27	0	x
COC(=O)CCCCC1SCC(NC(=O)c2ccccc2)C1OC(C)=O (configuration not stated)	7	x	0.0	-10	x	-2	5	4.2
CN1C(=O)c2cc(NC(=O)C3CCOCC3)ccc2OC[C@@H]2O[C@@H](CC(=O)NC3CCCC3)CC[C@H]21	4	2	0.1	12	-14	-14	6	-0.1
CN1CCN(C(=O)C2=C[C@H](C3CC3)C[C@H](OCCCCO)O2)CC1	-9	x	x	x	-12	-1	-3	x
CCOc1ccc(S(=O)(=O)NCc2cccs2)cc1C(C)C	-2	x	-0.1	-4	x	-4	0	1.3
C#CCOCCOCCOCCNc1nc(N2CCN(C(=O)[C@H](CCCN=C(N)N)n3cc(C(N)[C@@H](C)CC)nn3)CC2)nc(N2CCN(C(=O)[C@H](CO)n3cc([C@@H](N)C(C)C)nn3)CC2)n1 (some centres not stated)	4	7	-0.1	-3	-42	26	0	0.0
CN(C)CC#Cc1ccc([C@@H]2[C@@H](CO)N3C(=O)CN(C(=O)Cc4ccccc4)C[C@H]23)cc1	4	x	0.2	x	x	-5	-46	-0.3
CC(c1ccc(O)cc1)(c1ccc(O)cc1)c1ccc(CCBr)cc1	14	-1	0.3	-1	-1	-11	-4	0.0
O=C(N1CCOCC1)[C@]1(CCS(=O)(=O)c2ccccc2)N=C(c2ccc(OCCCO)cc2)O[C@@H]1c1ccccc1	-2	x	x	x	-8	22	-4	x
Cc1ccc(CN2CCN(Cc3cn[nH]c3C3CCCCC3)CC2CCO)cc1 (configuration not stated)	24	-4	0.2	-6	2	7	-2	x
O=C(CS)NCCCCCCNC(=O)[C@@H]1C[C@@H]2C(=O)NCC(=O)N2[C@@H]1c1ccc(O)cc1	-6	x	x	x	1	-7	9	x
C[C@@H]1CN([C@H](C)CO)S(=O)(=O)c2ccc(-c3cccnc3)cc2O[C@@H]1CN(C)Cc1ccncc1	2	-1	-0.6	-4	1	-2	-3	-0.7
CCc1nc2ccc(C(=O)N3CCN(c4cccc(OC)c4)CC3)cc2nc1CC	x	2	0.2	-6	2	-6	1	x
Cc1ccc(/C(O)=C2\C(=O)C(=O)N(C)C2c2ccccc2)cc1 (configuration not stated)	2	5	0.4	1	2	4	-4	0.2
Cc1ccc(C(=O)OCC(=O)N(C)C2CCS(=O)(=O)C2)cc1S(=O)(=O)N1CCOCC1 (configuration not stated)	1	3	1.9	2	9	-13	2	-1.5
CC1(C)CC(CCC(=O)Nc2ccccc2Cl)C(=O)O1 (configuration not stated)	2	-4	x	x	x	-9	6	x
CCN(CC)C(=O)N1CCN(Cc2ccc3c(c2)OCO3)CC1	-8	-8	0.2	-8	-13	-7	-2	-0.3
COc1ccc(CN(C)C[C@@H]2Oc3ccc(NC(=O)Cn4cnnn4)cc3CC(=O)N([C@H](C)CO)C[C@H]2C)cc1	-11	1	-0.1	x	-2	-2	7	-14
O=C(c1cc(Sc2cccc(Cl)c2)nc2ccccc12)N1CCN(c2ccccn2)CC1	8	6	-0.1	6	x	5	-8	-1.7
Cc1[nH]nc(NNC(=O)c2ccccc2)c1[N+](=O)[O-]	-4	x	-0.1	2	3	-22	0	x
CN(C)CCCC[C@@H]1NC(=O)[C@H]2C[C@@H](C(=O)NCc3ccc(F)cc3)[C@@H](c3ccc(O)cc3)N2C1=O	-21	x	x	x	-14	10	3	x
Cc1ccccc1S(=O)(=O)N1C[C@@H]2N[C@H](C1)C2c1ccc(-c2cccc(C#N)c2)cc1 (some centres not stated)	5&7	x	0.0&0.1	-2&16	x	x	x	0.1&0.1
O=C(C(c1ccccc1)C(O)c1ccccc1)N1CCOCC1 (configuration not stated)	2	-2	0.0	3	-3	-16	6	0.1
COc1ccc(CC(=O)N[C@@H]2c3cc(OC)c(OC)cc3C[C@H]2OCc2ccccc2)cc1	-31	-5	-0.1	-1	-2	-3	-1	-0.1
CN(C)c1ccc(NC(=O)Nc2ccc3c(c2)nnn3C)cc1	-81	39	0.0	5	-1	-9	0	x
CCOC(=O)N1CC(C)N(CC(O)CN2CCOCC2)CC1C (configuration not stated)	6	3	0.1	0	-7	-9	-3	-0.3
CC12CCC(=O)N1C(C(=O)Nc1ccccc1F)CS2 (configuration not stated)	0	0	0.0	-1	3	-7	3	0.5
O=C(N/C(=C/c1cccnc1)C(=O)N1CCCCCC1)c1ccccc1	-2	-4	0.1	10	-5	-2	3	0.3

Compound profiles, from the list above. Values in the order: EWS-Fli block	esBAF inh	Xi reactivation	FN deposition inh	RAD54 inh	RAD52 inh	S100A4 MyoIIA	E-selectin induc
`Cc1ccccc1S(=O)(=O)N1C[C@@H]2N[C@H](C1)C2c1ccc(-c2cccc(C#N)c2)cc1` (some centres not stated) is listed with 5&7	x	0.0&0.1	-2&16	x	x	x	0.1&0.1
`COC(=O)CN(c1ccc(OC)cc1OC)S(=O)(=O)c1ccccc1[N+](=O)[O-]` is listed with 3	0	0.0	5	x	-7	-3	x

Remaining list, next part
SMILES	EWS-Fli block	esBAF inh	Xi reactivation	FN deposition inh	RAD54 inh	RAD52 inh	S100A4 MyoIIA	E-selectin induc
COc1ccc(S(=O)(=O)N(C)C[C@@H]2OCCCC[C@@H](C)Oc3ccc(NS(=O)(=O)c4cccs4)cc3C(=O)N([C@H](C)CO)C[C@H]2C)cc1	25	0	0.4	x	0	-57	-12	0.1
CC(C)c1ccc(/C=C/C(=O)Nc2ccc(CN3CCOCC3)cc2)cc1	6	x	0.0	-19	-7	-10	-5	-0.6
O=c1[nH]c2ccc(Br)cc2o1	9	4	-0.1	x	11	-9	7	0.8
CCn1cnc2c1c(=O)n(Cc1ccc(C(=O)OC)cc1)c(=O)n2Cc1ccccc1	3	0	0.1	4	2	-6	1	x
O=C(NC(=S)Nc1ccc2[nH]c(=O)[nH]c2c1)c1cc(Br)ccc1Cl	1	-12	0.3	2	8	-8	-7	-0.1
CCCn1c(SCC(=O)NC(=O)NC(C)(C)C)n[nH]c1=O	1	x	0.2	-2	x	-10	-2	1.5
COc1ccc(CNC(=O)c2ccccc2SCC(=O)NCc2ccco2)cc1	-1	6	0.1	2	-14	-10	-8	0.2
COCC#Cc1ccc([C@@H]2[C@@H](CO)N3C(=O)CN(C(=O)c4ccncc4)C[C@@H]23)cc1	2	x	0.0	-2	x	8	-6	0.0
O=C(COC(=O)CCCN1C(=O)c2cccc3cccc(c23)C1=O)Nc1ccc(Cl)cc1	-1	x	0.0	-9	x	-13	7	0.0
COc1cccc(C(=O)Nc2ccc(NC(=O)C3CCCCC3C(=O)O)cc2)c1 (configuration not stated)	x	8	-0.2	-1	-6	-19	-4	0.1
CCCNC(=O)C[C@H]1CC[C@H]2[C@@H](COc3ccc(NC(=O)COC)cc3C(=O)N2C)O1	-13	3	0.2	-1	-13	x	x	0.1
CC1CCN(Cc2c(C(=O)N/N=C/c3cccc(Cl)c3)nnn2-c2nonc2N)CC1	x	2	-0.1	2	3	-6	0	x
Cc1ccc(CN(C)C(=O)CN2C(=O)NC3(CCCC3)C2=O)o1	-5	-3	0.1	-2	-2	-13	-1	0.2
O=C1CN(C(=O)c2ccccc2)C(c2ccccc2)c2cc(F)ccc2N1 (configuration not stated)	5	-2	0.1	-7	-7	-5	-7	x
O=C(C[C@H]1CC[C@@H]2[C@H](COC[C@@H](O)CN2Cc2ccccc2)O1)NCCCN1CCOCC1	0	-1	0.1	-9	-5	1	8	-0.2
Cc1ccc(N(CC(=O)NC(C)(C)C)C(=O)CCC(=O)Nc2ccccn2)cc1	0	-3	0.1	-4	-5	1	3	x
C=CCC[C@@H](Cc1ccc(F)cc1)C(=O)OC[C@@H](Cc1c[nH]c2ccccc12)NC(=O)[C@H](CC=C)CC(=O)N[C@H](CO)Cc1ccccc1	13	6	0.0	-10	2	-69	-1	1.0
CCO[C@H]1OC(C(=O)N2CCN(Cc3ccc4c(c3)OCO4)CC2)=C[C@@H](c2ccc(C(F)(F)F)cc2)[C@@H]1CCCO	7&9	7	0.0	12	-4&5	13&-14	8&0	-0.2
O=C1CCCC(O)=C1Sc1cc(Cl)c(Cl)cc1Cl	5	4	u	-13	-8	-17	-42	0.7

Rows were taken by chance; about 3% have a hit in one of these screens.
